Rat MKP-3 inhibitors: MKP-3 phosphatase inhibitors, primary screen, biochemical, rat enzyme, in vitro (AID 425) | Dual specificity protein phosphatase 6 (Rattus norvegicus) | recombinant MKP-3 phosphatase activity, fluorescence; higher % means a stronger effect | inhibition, % at 20 µM; hits with a dose series show IC50 in µM | 110,000 tested, 0.17% active; in the data active = inhibition above about 50%;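 note: plate controls were vehicle for no effect and reference inhibitor for full effect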
Hsp70 displacement: Hsp70 inhibitors, probe displacement, primary screen, biochemical, fluorescence polarization (AID 583); Hsp70 fluorescence polarization probe displacement, mP; higher % means a stronger effect; Heat shock 70 kDa protein 1A (Homo sapiens); displacement, % at 20 µM; hits with a dose series show IC50 in µM; 140,000 tested, 0.06% active; in the data active = displacement above about 50%;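 note: plate controls were vehicle for no effect and reference ligand for full effect; a part of the inactive calls stands beside numbers as strong as those of hits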
An asterisk follows results filed as active; x = no result given; & = joins results of further samples.

SMILES	Rat MKP-3 inhibitors	Hsp70 displacement
CC(=O)NC1=NC(=O)/C(=C\c2cccc([N+](=O)[O-])c2)S1	1%	-1.3%
CC1CCN(c2c(NCc3ccc(C(=O)NCc4cccnc4)cc3)c(=O)c2=O)CC1	-6%	0.7%
CC1(C)Cc2ccccc2C(=NCCCC(=O)O)N1	1%	2.5%
CCOC(=O)C1CCCN(c2cc(C)nc3cc(-c4ccc(F)cc4)nn23)C1 (stereo not drawn)	3%	-2.9%
N#Cc1c(NC(=O)CN2CCN(S(=O)(=O)c3ccc4c(c3)OCCO4)CC2)sc2c1CCC2	-4%	-23%
O=C1N=C(N2CCOCC2)S/C1=C\c1ccccc1	-2%	1.9%
COc1ccc(C2CC(c3ccco3)n3ncnc3N2)cc1 (stereo not drawn)	-3%	-2.8%
COc1ccc(C)cc1NC(=O)c1cc2c(C)nc3ccccc3c2o1	2%	5.0%
CC1(C)CC(=O)c2c(noc2-c2ccccc2)C1	-7%	-2.6%
Cc1onc(-c2ccccc2Cl)c1C(=O)Nc1cc(=O)n(C)c(=O)n1C	x	3.2%
O=C(CSCc1ccc(Cl)cc1)c1ccco1	-11%	2.6%
CNC(=O)n1ccc(C(=O)N2CCCCC2)n1	-6%	2.3%
O=C(CCCCn1c(=O)[nH]c2ccsc2c1=O)NCC1CCCO1 (stereo not drawn)	6%	1.7%
Cc1noc(C)c1C(=O)NC(C)C1CCCO1 (stereo not drawn)	-10%	-4.4%
CCOC(=O)C1=C(CSc2nc(-c3ccncc3)ccc2C#N)OC(N)=C(C#N)C1c1cccnc1 (stereo not drawn)	5%	9.0%
CCOC(=O)c1[nH]c2ccc(OC)cc2c1NC(=O)CCN1CCN(Cc2ccccc2)CC1	3%	7.9%
O=C(O)c1cnn2c(C(F)(F)F)cc(-c3cccs3)nc12	3%	-1.1%
COc1ccc(Cn2nnnc2CN(Cc2cc3cccc(C)c3[nH]c2=O)C2CCCC2)cc1	-1%	2.5%
O=C(Cn1cnc2c(cnn2-c2ccccc2)c1=O)NC1CCCC1	-3%	3.4%
CCn1c(SCC(=O)Nc2cccc(C)c2)nc2c(c1=O)SC(C)C2 (stereo not drawn)	6%	-9.0%
CCN(CC)S(=O)(=O)c1ccc2c3c(cccc13)C(=O)S2	x	1.1%
O=C(CCN1C(=O)C2C3C=CC(C3)C2C1=O)Nc1c(F)cc(F)cc1Br (stereo not drawn)	-7%	7.0%
CC(OC(=O)c1cccs1)C(=O)NCc1ccc2c(c1)OCO2 (stereo not drawn)	-16%	-2.8%
Cc1cc(Cl)ccc1OCC(O)CN1CCN(c2ccccc2)CC1 (stereo not drawn)	0%	-0.2%
CCOc1cc(C=C2C(=O)c3ccccc3C2=O)cc(Br)c1OCc1ccccc1	1%	1.0%
C=CCn1c(C(C)NC(=O)CC)nc2ccccc21 (stereo not drawn)	-10%	-7.2%
C=CCn1c(SCC(=O)N(CCO)CCO)nc2sc3c(c2c1=O)CCC3	3%	-3.3%
N#Cc1c(SCC(=O)Nc2nccs2)nc2c(c1-c1ccco1)CCCC2	-5%	-11%
CCCCN1C(=O)c2ccc(C(=O)Nc3cccnc3)cc2C1=O	2%	-0.6%
CCOC(=O)N1CCN(C(=O)c2cccc(OC)c2OC)CC1	-1%	-4.9%
COc1ccc(S(=O)(=O)Nc2ncccn2)cc1	0%	-0.8%
CCSc1nnc(NC(=O)CSc2nccn2-c2cccc(C)c2C)s1	-2%	14%
COc1ccc(N(CC(N)=O)S(=O)(=O)c2ccccc2)cc1	-2%	5.3%
Cc1c(NC(=O)Cn2cnc3c2c(=O)n(C)c(=O)n3C)cccc1[N+](=O)[O-]	-2%	-3.4%
Cc1cccc(N2CCN(S(=O)(=O)c3ccc4c(c3)c(=O)n(C)c(=O)n4C)CC2C)c1 (stereo not drawn)	2%	x
C#CC(C)(CC)NC(=O)c1cc(OC)c(OC)c(OC)c1 (stereo not drawn)	1%	-2.7%
COCCOc1cc(Nc2nnc(C(F)(F)F)s2)c(Cl)cc1Cl	x	3.1%
Cc1cccc(NS(=O)(=O)c2cccs2)n1	-5%	-1.1%
CCCCOC(=O)Cn1c(=N)n(CCC)c2ccccc21	4%&1%	5.0%&-2.9%
COc1ccc(N2C(=O)NC(=O)/C(=C/c3cccc(O)c3)C2=O)cc1	2%	0.0%
Cc1cc(S(=O)(=O)N(Cc2ccc(C(C)C)cc2)CC2CCCO2)ccc1-n1cnnn1 (stereo not drawn)	x	-2.5%
Cc1ccc(O)c(NC(=O)c2cccc(NC(=O)c3ccco3)c2)c1	-11%	6.2%
Cc1nc2ccc(S(=O)(=O)NCC(=O)NCCN3CCCCCC3)cc2s1	5%	7.2%
O=C(NCCCN1CCOCC1)c1cc(-c2cccs2)on1	7%	0.2%
CCOc1cc2[nH]c(=S)n(CCC(=O)N3CCc4ccccc4C3)c(=O)c2cc1OCC	x	-1.0%
Cc1ccc(Cn2ccc(NC(=O)c3cc(-c4ccco4)on3)n2)cc1	6%	-3.2%
O=C(CSc1ncn[nH]1)N1N=C2/C(=C/c3ccco3)CCCC2C1c1ccco1 (stereo not drawn)	x	1.4%
CCOc1cc(C=C2C(=O)NC(=S)NC2=O)ccc1OCCOc1ccccc1OC	-4%	-6.2%
Cc1ccc(N2C(=O)CC(Sc3ccccc3C(=O)O)C2=O)c([N+](=O)[O-])c1 (stereo not drawn)	0%	1.2%
Cc1cc(OCC(=O)N(C)C)c2c(-c3ccccc3)cc(=O)oc2c1	3%	-0.1%
O=C1CN(C(=O)OCc2ccccc2)C(c2ccccc2)c2cc(Br)ccc2N1 (stereo not drawn)	-4%	3.8%
CCc1ccc(OCC(=O)Nc2ccc(-c3nc4ccccc4o3)c(O)c2)cc1	9%&10%	2.7%&2.5%
O=C(O)c1nc2n(n1)C(C(F)(F)F)CC(c1cccs1)N2 (stereo not drawn)	-1%	1.1%
CCCc1nc2ccccc2[nH]1	x	-3.1%
CCN1C(=O)/C(=C\c2cc(Cl)ccc2OCc2ccccc2)SC1=S	3%	-3.5%
CC(=O)C1=C(C)Nc2ncnn2C1c1ccccc1Cl (stereo not drawn)	-10%	-36%
CC(=O)Nc1cccc(NC(=O)c2ccco2)c1	-7%	4.1%
COc1ccc2cc(S(=O)(=O)N3CCOCC3)ccc2c1	-3%	-1.4%
O=C(N=Nc1c(O)[nH]c2ccc(F)cc12)c1ccccc1O	1%	-0.5%
CC1(C)CC(=O)c2sc(NC(=O)CN3C(=O)CCC3=O)nc2C1	-8%	-8.0%

Going on with the list.
SMILES	Rat MKP-3 inhibitors	Hsp70 displacement
Cc1ccc(CNC(=O)CCCC(=O)O)cc1	x	1.5%
COC(=O)c1c(NC(=O)CN2CCN(c3ccccc3)CC2)c2c(C)cccc2n1C	4%	0.1%
O=C(Nc1cccnc1)c1cccs1	-19%	0.2%
CCOC(=O)Nc1oc2ccccc2c(=O)c1C	x	3.9%
CC1CCN(c2nc3ccccc3nc2N2CCC(C)CC2)CC1	x	3.2%
COc1cc(/C=N/n2cnnc2)ccc1OC(=O)c1ccncc1	2%	6.6%
CCCc1noc(-c2ccc(-c3ccc(CC)cc3)cc2)n1	5%	-1.8%
Cc1ccccc1NC(=O)CSc1nnc(-c2ccccc2)n1-c1ccccc1	x	1.0%
CC1CCN(S(=O)(=O)c2ccc(NC(=S)Nc3ccccc3)cc2)CC1	0%	-0.2%
Cc1nc(C)c(-c2csc(Nc3cccc(C(=O)O)c3)n2)s1	4%	0.0%
COc1ccc(NC(=O)CN2CCN(C3c4ccccc4-c4ccccc43)CC2)c(OC)c1	1%	-3.4%
Cc1ccc(Cl)cc1N1CCN(C(CC(C)C)c2nnnn2CC2CCCO2)CC1 (stereo not drawn)	-7%	0.8%
Cc1ccc(S(=O)(=O)Oc2c(C=O)[nH]c3ccccc23)cc1	6%	0.2%
Cc1cccc(C)c1OCC(=O)Nc1cccc(NC(=O)c2ccco2)c1	1%	9.6%
COc1cc(C(=O)n2nc(C)c(Sc3ccc(C)cc3)c2C)cc(OC)c1OC	0%	-1.0%
COc1ccc2c(c1)C(=O)N(c1ccccc1OC)C(=O)C2(C)C	-2%	-5.3%
COC(=O)c1ccc(/C=C2\SC(=Nc3ccc(F)cc3)NC2=O)cc1	-2%	1.4%
O=C(O)C1C2C=CC(C2)C1C(=O)OCc1ccccc1 (stereo not drawn)	-10%	1.0%
COc1ccc(/C=N/n2c(C)nnc2C)cc1Br	2%	-0.4%
CC(=O)Nc1ccc2c(c1)ncn2C	x	6.4%

4 of these compounds, reformatted:
Cc1cccc(N2CCN(S(=O)(=O)c3ccc4c(c3)c(=O)n(C)c(=O)n4C)CC2C)c1 (stereo not drawn)
  Rat MKP-3 inhibitors: 2%
  Hsp70 displacement: x

N#Cc1c(SCC(=O)Nc2nccs2)nc2c(c1-c1ccco1)CCCC2
  Rat MKP-3 inhibitors: -5%
  Hsp70 displacement: -11%

O=C(O)c1nc2n(n1)C(C(F)(F)F)CC(c1cccs1)N2 (stereo not drawn)
  Rat MKP-3 inhibitors: -1%
  Hsp70 displacement: 1.1%

CCOC(=O)C1=C(CSc2nc(-c3ccncc3)ccc2C#N)OC(N)=C(C#N)C1c1cccnc1 (stereo not drawn)
  Rat MKP-3 inhibitors: 5%
  Hsp70 displacement: 9.0%

Six successive compounds already listed:
SMILES	Rat MKP-3 inhibitors	Hsp70 displacement
Cc1nc(C)c(-c2csc(Nc3cccc(C(=O)O)c3)n2)s1	4%	0.0%
COc1ccc(NC(=O)CN2CCN(C3c4ccccc4-c4ccccc43)CC2)c(OC)c1	1%	-3.4%
Cc1ccc(Cl)cc1N1CCN(C(CC(C)C)c2nnnn2CC2CCCO2)CC1 (stereo not drawn)	-7%	0.8%
Cc1ccc(S(=O)(=O)Oc2c(C=O)[nH]c3ccccc23)cc1	6%	0.2%
Cc1cccc(C)c1OCC(=O)Nc1cccc(NC(=O)c2ccco2)c1	1%	9.6%
COc1cc(C(=O)n2nc(C)c(Sc3ccc(C)cc3)c2C)cc(OC)c1OC	0%	-1.0%

Other compounds
SMILES	Rat MKP-3 inhibitors	Hsp70 displacement
CC1CCN(CC(=O)N2c3ccccc3CCc3ccccc32)CC1	-5%	-3.0%
CCOC(=O)C1=C(C)N=c2s/c(=C\c3ccc(N(C)C)o3)c(=O)n2C1c1ccc(OCC)cc1 (stereo not drawn)	2%	-45%
Cn1c(=O)oc2cc(S(=O)(=O)NCc3ccccn3)ccc21	-8%	-1.5%
O=C(O)/C=C\C(=O)Nc1ccc(Cl)c(C(F)(F)F)c1	0%	1.0%
CC(=O)C1=C(Nc2ccc(Br)cc2)CC(C)(O)C(C(C)=O)C1c1ccc([N+](=O)[O-])cc1 (stereo not drawn)	1%	1.2%
CC1CCN(C(=S)NC(=O)c2ccccc2)CC1	x	-4.8%
O=C(Oc1ccnc2cc(Cl)ccc12)N1CCCCCC1	-12%	5.9%
COc1ccc(C(=O)Nc2ccc(S(=O)(=O)Nc3nccnc3OC)cc2)cc1OC	-2%&3%	5.0%&-0.2%
O=C(NCc1cccnc1)C1c2ccccc2C(=O)N1Cc1ccco1 (stereo not drawn)	-2%	1.9%
O=C(Nc1ccc(Br)cc1)C1C2C3CCC(C3)C12 (stereo not drawn)	-1%	-2.6%
COc1cc(/C=N/NC(=O)C(O)(c2ccccc2)c2ccccc2)c(Br)cc1OCC(=O)O	2%	-2.9%
Cc1c(C(=O)O)[nH]c2c1C(=O)CC(c1ccccc1)C2 (stereo not drawn)	10%	x
CCn1c(N2CCN(CC(=O)Nc3cccc(C)c3C)CC2)nc2ccccc21	2%	-1.9%
COc1ccc(-c2noc(CCC(=O)Nc3ccc(C)c(C)c3)n2)cc1	-5%	2.4%
O=C(NC1CCCCCC1)c1nnc(Cc2ccc(Cl)cc2)o1	-2%	-1.9%
CC(C)(C)C(=O)Nc1ccc(NC(=O)C(C)(C)C)c(Cl)c1	3%	1.0%
Cc1cccn2c(=O)c3cc(C#N)c(=NC(=O)c4ccncc4)n(CCCOC(C)C)c3nc12	3%	14%
O=C(O)CCCCCN1C(=O)C(=O)/C(=C(\O)c2ccc(Br)cc2)C1c1ccccc1 (stereo not drawn)	4%	-3.2%
O=C(NCc1ccccn1)C1CC(c2ccc(Cl)c(Cl)c2)=NO1 (stereo not drawn)	x	-4.4%
C=C(C)Cn1c(SCC(=O)OC)nc2sc3c(c2c1=O)CCC(C(C)(C)C)C3 (stereo not drawn)	1%	-0.5%
COC1=C(OC)c2ccccc2C(C(=O)O)N/C1=C(/C)Nc1ccncc1 (stereo not drawn)	-4%	4.2%
COc1ccc(N(CC(=O)N2CCOCC2)S(=O)(=O)c2ccccc2)cc1	2%	0.4%
CC(=O)c1c(C)[nH]c(C(=O)CSc2nnc(C3CCCCC3)n2N)c1C	-9%	8.5%
CC(C)OP(=O)(OC(C)C)C(Nc1ccc(Br)cc1)c1ccc(O)cc1 (stereo not drawn)	0%	-6.8%
CCCC(=O)Nc1ccc(S(=O)(=O)N2CCOCC2)cc1	x	-2.4%
CCc1nn(CC(=O)NCCCN2CCCC2=O)c(=O)c2cc3sccc3n12	0%	-1.7%
COC(=O)Nc1ncc(CN2C(=O)c3ccccc3C2=O)s1	5%	7.5%

Sorted by SMILES length (largest number first): part of the list above
SMILES	Rat MKP-3 inhibitors	Hsp70 displacement
COc1ccc(N2C(=O)NC(=O)/C(=C/c3cccc(O)c3)C2=O)cc1	2%	0.0%
CCSc1nnc(NC(=O)CSc2nccn2-c2cccc(C)c2C)s1	-2%	14%
O=C(O)/C=C\C(=O)Nc1ccc(Cl)c(C(F)(F)F)c1	0%	1.0%
C#CC(C)(CC)NC(=O)c1cc(OC)c(OC)c(OC)c1 (stereo not drawn)	1%	-2.7%

This is a subset (hit frequency here may not be typical).
